# Screening data: PubChem, several laboratories
# DPM-DC inhibit: S. pneumoniae DPM-DC inhibitors, primary screen, biochemical, PK/LDH-coupled NADH fluorescence; 65,000 tested, 0.49% active; calls only at 10 µM; purified DPM-DC;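 active = the 320 compounds with the highest percent inhibition in the single-dose primary screen, excluding strongly autofluorescent ones, cut at about 32% in these data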;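 also: kinetic rate of NADH fluorescence loss reporting ADP formed by the decarboxylase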
# HT1080 cytotoxicity: cytotoxicity in HT1080 fibrosarcoma cells, cell-based, fluorescence readout (AID 620); HT1080 viability, fluorescence; higher % means a stronger effect; cytotoxicity, % at 10 µM, or EC50 in µM where a hit was titrated; 87,000 tested, 0.42% active;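 also: cells exposed to compound overnight then 4 h with Alamar Blue; 0% = vehicle DMSO and 100% = killing control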
# PMK inhibit: S. pneumoniae PMK inhibitors, primary screen, biochemical, mevalonate pathway, pilot trial included. phosphomevalonate kinase (Streptococcus pneumoniae D39). purified PMK, PK/LDH-coupled NADH absorbance 340 nm. inhibition, % at 10 µM. 65,000 tested, 0.49% active;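 active = top-ranked compounds by inhibition in the single 10 µM screen, taking a fixed number of the strongest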;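 also: 0% = full reaction with DMSO carrier and 100% = background rate without enzyme reaction; no value below 0 was filed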
# HPDE-C7K KRASV12: cytotoxicity in KRAS-transformed pancreatic duct cells, primary screen, cell-based, fluorescence, HTS (AID 431); HPDE-C7K KRASV12 cells, Alamar Blue viability, 48 h; higher % means a stronger effect; cytotoxicity, % at 10 µM, or EC50 in µM where a hit was titrated; 63,000 tested, 1.7% active;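 active = compounds whose percent cytotoxicity in the single-dose primary screen, scaled between solvent and toxic-drug controls, exceeds 50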;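 also: 0% = DMSO solvent wells and 100% = doxorubicin-treated wells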
# LYP inhibition: LYP phosphatase inhibitors, primary screen, biochemical, DiFMUP fluorescence, recombinant catalytic domain, 10 µM (AID 606); Tyrosine-protein phosphatase non-receptor type 22 (Homo sapiens); recombinant LYP catalytic domain, DiFMUP fluorescence; higher % means a stronger effect; inhibition, % at 10 µM, or IC50 in µM where a hit was titrated; 52,000 tested, under 10 active;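 active = IC50 under 40 µM in the dose-response test; inactive = IC50 of 40 µM or more, or never dose-tested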
# Spn MK inh: S. pneumoniae MK inhibitors, primary screen, biochemical, PK/LDH-coupled NADH absorbance; mevalonate kinase [Streptococcus pneumoniae D39]; purified MK, PK/LDH-coupled NADH absorbance 340 nm; inhibition, % at 10 µM; 65,000 tested, 0.48% active; AID 555, 2006;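 active = ranked among the strongest by inhibition in the single 10 µM screen, a fixed top-ranked set picked for dose follow-up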; also: no value below 0 was filed
# TNAP inhibition: human TNAP enzyme inhibitors, biochemical, luminescent (AID 518). purified TNAP enzyme, luminescent substrate readout; higher % means a stronger effect. 64,000 tested, 0.09% active. inhibition, % at 20 µM, or IC50 in µM where a hit was titrated; in the data active = a potency from the dose series; inactive = the rest, 99 in 100 with inhibition below about 22%;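 also: plate controls were vehicle for no effect and reference inhibitor for full effect; many of its hits are not listed in these tables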
# Bfl-1 inhibitors: Bfl-1 inhibitors, primary screen, biochemical, fluorescence polarization, FITC-Bid, mouse (AID 432) | FITC-Bid BH3 peptide fluorescence polarization displacement; higher % means a stronger effect | Bcl-2-related protein A1 (Mus musculus) | 64,000 tested, 0.02% active | displacement, % at 20 µM, or IC50 in µM where a hit was titrated; in the data active = a potency from the dose series; inactive = the rest, 99 in 100 with displacement below about 15%; also: strong numbers were not always called active
# HPDE-C7 cytotoxicity: cytotoxicity in HPDE-C7 cells, cell-based, fluorescence, HTS (AID 430) | HPDE-C7 pancreatic duct cells viability, fluorescence; higher % means a stronger effect | cytotoxicity, % at 10 µM; hits with a dose series show EC50 in µM | 63,000 tested, 1.8% active;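 also: cells exposed to compound for 48 hours before viability readout; 0% = vehicle and 100% = reference cytotoxic drug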
# PMK inhibit pilot replicates: second read-out of PMK inhibit, no call of its own (marks repeat the call); inhibition, %; measured here: pilot screen replicates
# Spn MK inh pilot replicates: second read-out of Spn MK inh, no call of its own (marks repeat the call); inhibition, %; measured here: pilot screen replicates
# DPM-DC inhibit pilot screen %: second read-out of DPM-DC inhibit, no call of its own (marks repeat the call); inhibition, %; measured here: pilot screen trials
# * marks the source's active call; other numbers are inactive results; i = inactive; . = not tested or not shown. Rule as the data show it, unless noted: active = cytotoxicity above about 50%; inactive = the rest.
SMILES,DPM-DC inhibit,HT1080 cytotoxicity,PMK inhibit,HPDE-C7K KRASV12,LYP inhibition,Spn MK inh,TNAP inhibition,Bfl-1 inhibitors,HPDE-C7 cytotoxicity,others
CN(CCc1ccccn1)S(=O)(=O)c1ccc(F)cc1,i,14%,4,-1%,8%,28,11%,5%,-7%,
CCN(CC)C(=O)Cn1nc(-c2ccccc2O)nc1SCC(=O)Nc1ccc(OC)cc1,i,8%,14,-3%,8%,4,3%,3%,1%,
NC(=O)CSc1nnc(-c2ccc(S(=O)(=O)N3CCCC3)cc2)n1CC1CCCO1 (stereo unspecified),i,-6%,10,-21%,2%,2,12%,1%,-15%,
Cc1cccc(NC(=O)c2ccccc2O)c1C,i,10%,16,5%,10%,4,22%,2%,9%,PMK inhibit pilot replicates=2.0;Spn MK inh pilot replicates=0.0;DPM-DC inhibit pilot screen %=6.5
COc1cc(NC(=O)c2ccccc2)c(OC)cc1NC(=O)CN1CCOCC1,i,-2%,16,5%,8%,10,8%,-3%,-8%,
COCCCn1c(SCC(=O)N2CC(=O)Nc3ccccc32)nnc1-c1ccoc1C,i,2%,14,-16%,.,12,5%,-6%,1%,
CCC(C)NC(=O)C1CC(c2ccc(OC)cc2)=NO1 (stereo unspecified),i,-9%,12,-3%,13%,5,4%,3%,-6%,
CCOc1ccc(C(C)C)cc1S(=O)(=O)n1nc(C)cc1C,i,-3%,0,-9%,6%,4,15%,4%,-3%,
CCC(C)NS(=O)(=O)c1ccc(OCC(=O)NCc2ccco2)cc1 (stereo unspecified),i,3%,7,-12%,1%,9,8%,12%,-22%,
COC(=O)CC1Oc2ccccc2N(Cc2ccc(C)cc2)C1=O (stereo unspecified),i,0%,11,1%,1%,3,5%,7%,-6%,
CNC(=O)c1c[nH]n2c(=O)c(Cc3ccccc3F)c(C)nc12,i,-3%,10,5%,-4%,6,-12%,0%,8%,
COCC(=O)Nc1ccc(S(=O)(=O)NCCc2ccccc2)cc1,i,0%,10,-20%,-7%,9,8%,-1%,-4%,
Cn1c(=O)c2c(nc(SCC(=O)NCc3ccc4c(c3)OCO4)n2Cc2ccccc2)n(C)c1=O,i,6%,8,13%,-8%,6,4%,-4%,12%,PMK inhibit pilot replicates=3.5;Spn MK inh pilot replicates=0.0;DPM-DC inhibit pilot screen %=2.5
COc1ccc(C(=O)CSc2nnc(C3CCCCC3)n2N)c(OC)c1,i,-9%,17,-1%,5%,0,16%,-7%,-2%,PMK inhibit pilot replicates=1.5;Spn MK inh pilot replicates=0.0;DPM-DC inhibit pilot screen %=1.5
O=C(NCCc1ccccc1)NC1CCCCC1,i,2%,6,-11%,12%,1,6%,-2%,-9%,
Cc1ccc(-n2c(SCC(=O)NCC3CCCO3)nnc2-c2ccoc2C)cc1 (stereo unspecified),i,-7%,12,6%,8%,12,-1%,-2%,5%,
Cc1cc2cc(CN(Cc3ccco3)C(=O)C3CCCCC3)c(=O)[nH]c2cc1C,i,8%,8,-5%,.,0,16%,4%,-2%,
Cc1cccc(C)c1OCc1nnc(SCC(=O)Nc2nccs2)o1,i,1%,6,4%,7%,3,9%,6%,5%,
CCn1c(SCC(=O)Nc2ccc(N(C)C)cc2)nnc1-c1cccc(C)c1,i,-3%,0,16µM*,1%,4,7%,3%,.,
CN(C)S(=O)(=O)c1ccc(N2CCCC2)c(C(=O)Nc2ccccc2N2CCOCC2)c1,i,11%,13,7%,1%,7,10%,-7%,1%,
CCN(CCCNC(=O)CCCN1C(=O)COc2ccc(C)cc21)c1cccc(C)c1,i,-2%,11,18%,-1%,0,8%,0%,8%,
CC(C)(C)OC(=O)NCCc1nnc(SCC(=O)Nc2cccc(Cl)c2)o1,i,-14%,12,.,.,8,13%,-4%,.,
Cc1c(C(=O)NC2CCCc3ccccc32)oc2ccc(S(=O)(=O)N3CCOCC3)cc12 (stereo unspecified),i,.,0,2%,.,11,16%,1%,-8%,PMK inhibit pilot replicates=5.0;Spn MK inh pilot replicates=0.5;DPM-DC inhibit pilot screen %=3.5
COc1ccccc1N1CCN(C(CNS(=O)(=O)c2ccccc2)c2cccnc2)CC1 (stereo unspecified),i,.,17,-6%,-1%,0,5%,-13%,-7%,

# Arranged by SMILES length (high to low): part of the list above
SMILES,DPM-DC inhibit,HT1080 cytotoxicity,PMK inhibit,HPDE-C7K KRASV12,LYP inhibition,Spn MK inh,TNAP inhibition,Bfl-1 inhibitors,HPDE-C7 cytotoxicity,others
COc1cc(NC(=O)c2ccccc2)c(OC)cc1NC(=O)CN1CCOCC1,i,-2%,16,5%,8%,10,8%,-3%,-8%,
Cc1cccc(C)c1OCc1nnc(SCC(=O)Nc2nccs2)o1,i,1%,6,4%,7%,3,9%,6%,5%,
CN(CCc1ccccn1)S(=O)(=O)c1ccc(F)cc1,i,14%,4,-1%,8%,28,11%,5%,-7%,

# Molecules above that contain fluorine (two):
SMILES,DPM-DC inhibit,HT1080 cytotoxicity,PMK inhibit,HPDE-C7K KRASV12,LYP inhibition,Spn MK inh,TNAP inhibition,Bfl-1 inhibitors,HPDE-C7 cytotoxicity,others
CN(CCc1ccccn1)S(=O)(=O)c1ccc(F)cc1,i,14%,4,-1%,8%,28,11%,5%,-7%,
CNC(=O)c1c[nH]n2c(=O)c(Cc3ccccc3F)c(C)nc12,i,-3%,10,5%,-4%,6,-12%,0%,8%,

# Structural class, the compounds so far with an NH in an aromatic ring.
SMILES,DPM-DC inhibit,HT1080 cytotoxicity,PMK inhibit,HPDE-C7K KRASV12,LYP inhibition,Spn MK inh,TNAP inhibition,Bfl-1 inhibitors,HPDE-C7 cytotoxicity,others
CNC(=O)c1c[nH]n2c(=O)c(Cc3ccccc3F)c(C)nc12,i,-3%,10,5%,-4%,6,-12%,0%,8%,
Cc1cc2cc(CN(Cc3ccco3)C(=O)C3CCCCC3)c(=O)[nH]c2cc1C,i,8%,8,-5%,.,0,16%,4%,-2%,

# Rows are unselected. Share with any hit: about 3.6%.
